# Cardiac RTF inh – cardiac RTF calcium desensitization; P19429+P45379; IANBD-labeled cardiac RTF, Ca2+ fluorescence; inhibition, % at 7.15 µM; 340,000 tested, 0.12% active; AID 493244;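 active = inhibition above the mean inhibition of all tested compounds plus 3 SD, cut at about 17% in these data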;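 note: assay run at fixed EC70 calcium of 1.6 mM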
# V-ATPase pH – alters yeast V-ATPase proton transport. S. cerevisiae, pHLuorin cytosolic pH fluorescence. response, % at 10 µM. 350,000 tested, 0.37% active. AID 504577; in the data active = response mostly above about 7.3%, no sharp cut-off; inactive = mostly below about 5.4%; note: actives read high; inactives centre near 0; some compounds called inactive have numbers as strong as hits; reference of the scale not given here
# Arrestin-AP2 inh – human beta-arrestin and AP2 interaction inhibition. 340,000 tested, 0.31% active. AID 504490. inhibition, % at 10 µM. FITC-arrestin peptide / GST-AP2 beads, flow cytometry; AP2 beta2 appendage carries R879A mutation;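 active = inhibition above a set limit, near 3 SD of compounds lacking own fluorescence, cut at about 54% in these data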;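 note: plate controls were DMSO wells for no effect and 5 µM unlabelled arrestin peptide for full effect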
#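 Assay system: GST-AP2 R879A bound to glutathione beads, E. coli-expressed; Medium: PBS with 0.05% Tween 20 and 0.1% BSA; Also added: fluorescein-tagged arrestin peptide at 50 nM final; Timing: 12 min plus 1 h, RT; Measured by: flow cytometry, FL1 (488/535 nm); Evaluation: percent drop in bead-associated FITC signal.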
# LANA DNA inh – blocks KSHV LANA C-terminal domain binding to DNA; MBP-C-LANA/FAM-LBS DNA binding, fluorescence polarization; inhibition, % at 9 µM; 340,000 tested, 0.078% active; AID 504423;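 active = highest replicate inhibition at or above 60% at 9 µM, even if other replicates fall short; inactive = all replicates below 60% inhibition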;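 note: 0% = neutral control wells and 100% = 4 µM acridine orange control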
# MOR-DOR inv ag – mu-delta opioid heterodimer inverse agonism; cell-based MOR-DOR heterodimer luminescence; inhibition, % at 9.3 µM; AID 504357; 340,000 tested, 0.21% active; in the data active = inhibition above about 22%, passing the limit was not always enough;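 note: 0% = cells with DMSO and 100% = wells without cells with DMSO; values of inactives mirror those of a sister screen read the other way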
# DSG3 Ab inh – blocks pemphigus antibody binding to human desmoglein-3; P32926; DSG3-coupled beads, scFv-anti-DSG3-GFP binding, flow cytometry; active compounds read low; binding (percent of control), % at 10 µM; 310,000 tested, 0.48% active; AID 588358;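 active = binding more than 3 SD below its plate's average and above zero; inconclusive = below that plate limit but binding exactly zero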;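 note: hits lower antibody fragment binding to DSG3; some compounds called inactive have numbers as strong as hits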
# Target sequence (P32926 whole entry, looked up, the tested form may be a part): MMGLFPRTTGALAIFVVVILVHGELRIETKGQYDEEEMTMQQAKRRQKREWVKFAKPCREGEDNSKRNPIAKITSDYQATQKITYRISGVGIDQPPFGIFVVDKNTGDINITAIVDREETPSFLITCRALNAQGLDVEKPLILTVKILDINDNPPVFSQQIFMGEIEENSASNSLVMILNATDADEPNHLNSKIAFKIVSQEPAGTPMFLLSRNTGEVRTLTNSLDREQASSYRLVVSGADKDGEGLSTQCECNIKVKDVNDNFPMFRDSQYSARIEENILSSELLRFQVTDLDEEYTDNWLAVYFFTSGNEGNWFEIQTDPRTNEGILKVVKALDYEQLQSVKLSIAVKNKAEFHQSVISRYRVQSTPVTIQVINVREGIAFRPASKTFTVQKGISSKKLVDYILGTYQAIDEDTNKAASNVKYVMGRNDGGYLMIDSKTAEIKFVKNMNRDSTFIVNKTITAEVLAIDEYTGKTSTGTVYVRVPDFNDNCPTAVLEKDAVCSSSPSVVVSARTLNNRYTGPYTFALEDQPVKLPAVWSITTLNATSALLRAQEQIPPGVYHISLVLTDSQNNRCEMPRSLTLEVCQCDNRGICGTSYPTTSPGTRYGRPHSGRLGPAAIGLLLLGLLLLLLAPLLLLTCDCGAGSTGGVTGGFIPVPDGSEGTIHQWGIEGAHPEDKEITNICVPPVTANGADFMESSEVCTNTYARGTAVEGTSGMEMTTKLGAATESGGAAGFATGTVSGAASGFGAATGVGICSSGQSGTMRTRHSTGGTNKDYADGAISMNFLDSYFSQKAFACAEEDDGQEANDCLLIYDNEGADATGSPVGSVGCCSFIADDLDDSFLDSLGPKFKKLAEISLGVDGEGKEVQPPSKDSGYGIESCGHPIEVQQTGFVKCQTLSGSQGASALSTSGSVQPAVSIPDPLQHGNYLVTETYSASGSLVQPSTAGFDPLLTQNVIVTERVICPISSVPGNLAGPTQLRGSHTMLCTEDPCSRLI
# Wnt bcat act – activates Wnt/beta-catenin signaling in a reporter cell assay; activator, plate reader; activation, % at 9.35 µM; 300,000 tested, 1.2% active; AID 743398; in the data active = activation above about 30%, passing the limit was not always enough; inconclusive = no clear call, values can overlap the other calls;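 note: 0% = neutral control wells and 100% = positive control wells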
# Keap1-Nrf2 PPI – Keap1-Nrf2 (human) interaction inhibition; Q14145; Keap1 Kelch-Nrf2 peptide fluorescence polarization, 1536-well; inhibition, % at 9.4 µM; 340,000 tested, 0.15% active; in the data active = inhibition above about 12%; inconclusive = no clear call, values can overlap the other calls; inactive = below about 7.3%;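 note: human Keap1 Kelch domain with fluorescein labeled Nrf2 9mer peptide probe; 0% = neutral control wells and 100% = peptide positive control; higher means more block of Keap1 binding to Nrf2 peptide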
# MOR-DOR ag – OPRM1-OPRD1 heterodimerization agonism; P35372+P41143; cells, luminescence; activation, % at 9.3 µM; 340,000 tested, 0.3% active; AID 504326; in the data active = activation above about 18%;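 note: 0% = vehicle-treated cells and 100% = reference agonist; values of inactives mirror those of a sister screen read the other way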
# RTF Ca sens act – increases calcium sensitivity of human cardiac regulated thin filaments; P19429+P45379; IANBD-labeled TnC RTF fluorescence at EC20 calcium; 0% EC20 calcium, 100% full calcium; activation, % at 7.2 µM; 340,000 tested, 0.24% active; AID 493008;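 active = activation above the mean over all tested compounds plus 3 SD, cut at about 30% in these data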;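 note: rise in fluorescence read as greater calcium sensitivity of cardiac thin filaments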
# Numbers without * were called inactive; ? = inconclusive; · = no result given; & = joins results of further samples.
# Every second line gives: Cardiac RTF inh | V-ATPase pH | Arrestin-AP2 inh | LANA DNA inh | MOR-DOR inv ag | DSG3 Ab inh | Wnt bcat act | Keap1-Nrf2 PPI | MOR-DOR ag | RTF Ca sens act
CCOC(=O)c1c(C)n(C)c2ccc(OC)c(NC(=O)CN3CCCCC3)c12
→ 4 | 5 | 4 | 1.3 | 22 | 102 | 13 | -2 | -3.6 | -5
CCOC(=O)c1cc2c(ccn2C)n1Cc1ccc(C#N)cc1
→ 0 | -1 | 29 | -0.4 | -1 | 105 | 2 | 0 | 0.1 | 6
Cc1cc(NS(=O)(=O)c2ccc(NC(=O)c3cc4cc(Br)ccc4oc3=O)cc2)no1
→ -9 | 3 | 0 | -0.1 | 12 | 96 | 0 | -4 | -2.1 | -1
O=C1CCCN1CCCNC(=S)Nc1ccc(F)c(Cl)c1
→ -7 | -2 | 9 | 1.9 | 1 | 100 | -3 | 4 | -0.1 | -2
O=C(CSc1ccccc1)NCC1(N2CCOCC2)CCCCC1
→ -2 | -2 | -2 | 1.6 | 10 | 105 | -3 | -2 | -1.6 | -3
Cc1cccc(NC(=O)CSc2nnc(-c3ccco3)o2)c1C
→ -13 | -2 | -3 | 0.6 | 5 | 100 | · | -6 | -0.9 | 1
CCOC(=O)c1ccc(NS(=O)(=O)N2CCCCCC2)cc1
→ 11 | 1 | -6 | 0.3 | 3 | 114 | -2 | 2 | -0.7 | -6
CCC(C)Sc1cccc(-c2nc3ccc(C)cn3c2NC2CCCCC2)c1 (stereo not drawn)
→ -2 | 2 | 6 | 0.3 | -53 | 109 | -9&-2 | -3 | 9.6 | 6
O=S(=O)(Nc1ccc2cn[nH]c2c1)c1ccc(Cl)s1
→ -13 | 0 | -1 | -0.6 | -1 | 96 | 1 | 4 | 0.1 | -1
CC(C)(C)c1ccccc1NC(=O)c1cc(-c2ccncc2)nc2ccccc12
→ -2 | 3 | -5 | -1.4 | 3 | 113 | -12 | -6 | -0.7 | -2
CN(Cc1ccccc1)C(=O)c1ccccc1N(C)S(=O)(=O)c1ccccc1
→ -8 | 0 | -10 | -1.6 | 4 | 95 | -1 | 2 | -0.7 | -3
Cn1c(=O)c(Nc2ccc(O)cc2)c2c3c(cccc31)C(=O)c1ccccc1-2
→ -56 | 2 | 13 | -1.0 | 8 | 78 | 3 | 5 | -1.4 | 50*
COc1ccccc1-n1c(C)nc2cc(C(=O)NCC3CCCO3)ccc21 (stereo not drawn)
→ 3 | 1 | 16 | -0.3 | 14 | 99 | -1 | -2 | -2.7 | -6
COc1ccccc1-c1cc(C(F)(F)F)nc(NCc2ccco2)n1
→ 9 | -6 | 25 | -11 | -8 | 104 | · | -5 | 1.4 | -1
COc1cccc(N(CC(=O)NC2CCCCC2)C(=O)CCCC(=O)Nc2ccccn2)c1
→ -9 | -2 | 18 | -0.4 | 16 | 99 | 0 | 0 | -2.6 | -5
Cc1ccc(C)c(OCCC(=O)OCC(=O)NCCNC(=O)COC(=O)CCOc2cc(C)ccc2C)c1
→ -6 | 0 | 11 | 1.0 | -28 | 104 | -1 | -2 | 4.2 | -1
COc1ccc(C)cc1NC(=O)C(=O)c1cn(CC(=O)N2CCCC2)c2ccccc12
→ 0 | 1 | 4 | 1.8 | -5 | · | -3 | -6 | 0.9 | 3
Cc1ccc(S(=O)(=O)N2CCC(=O)N(C(COCc3ccccc3)C(C)C)CC2)cc1 (stereo not drawn)
→ 2 | -2 | 1 | 1.1 | 2 | 104 | 0 | 2 | -0.4 | 5
N=c1c(C(=O)NC2CCCC2)cc2c(=O)n3ccccc3nc2n1C1CCCCC1
→ 6 | -1 | 1 | 17 | 6 | 95 | 16 | 17* | -1.0 | 0
Cc1cccc(NC(=S)Nc2cccc3ccccc23)c1
→ -10 | -2 | -14 | 0.2 | 5 | · | 3 | -2 | -0.9 | -1
CCN(CC)C(=O)C1CCCN(C(=O)c2cc(COc3ccc4ncccc4c3)on2)C1 (stereo not drawn)
→ -5 | 3 | -8 | 1.5 | 6 | 90 | -2 | 2 | -1.3 | -2
CC(=O)Cc1nsc(NC(=O)c2ccc(F)cc2)n1
→ -4 | 0 | 26 | -1.3 | -9 | · | 4 | -2 | 1.9 | 3
CCOC(=O)c1c(NC(=O)CS(=O)(=O)c2cn(CC)c3ccccc23)sc2c1CCCCC2
→ -2 | 4 | 10 | 0.4 | -11 | 96 | 2 | -6 | 1.9 | 6
CCC(C)c1ccc(O)c(/C=N/O)c1 (stereo not drawn)
→ 2 | 4 | 3 | 1.5 | -4 | · | 8 | 3 | 0.6 | -7
CCn1c(C)nnc1SCC(=O)Nc1ccc2c(c1)OCCO2
→ -4 | 0 | -3 | 2.0 | 12 | · | 3 | -4 | -1.7 | -4
CC(O)Cc1cn(CC(=O)N2CCN(C(=O)OC(C)(C)C)CC2)nn1 (stereo not drawn)
→ 2 | 2 | 1 | -0.6 | 10 | 102 | 0 | -3 | -1.8 | -6
COc1ccc(Br)cc1S(=O)(=O)n1nc(C)cc1C
→ -11 | -1 | 0 | -2.0 | 3 | 114 | -2 | 0 | -0.6 | -3
Cc1ccccc1NC(=O)CSc1ccsc1[N+](=O)[O-]
→ -4 | 1 | 1 | 6.4 | 16 | 81 | -6 | 2 | -3.2 | -10
COc1ccc(C2CC(c3ccc(C)cc3)Nc3nc(N)nn32)cc1 (stereo not drawn)
→ -1 | -2 | 2 | 0.6 | 13 | · | -9 | 0 | -2.7 | -4
CCOc1ccc2cc(C(=O)NCc3ccccc3)c(=N)oc2c1
→ -10 | -1 | 36 | -1.8 | -7 | 104 | 19 | 1 | 1.4 | -9

# Profiles, looked up by structure.
# Shown for Cc1ccccc1NC(=O)CSc1ccsc1[N+](=O)[O-] : Cardiac RTF inh = -4; V-ATPase pH = 1; Arrestin-AP2 inh = 1; LANA DNA inh = 6.4; MOR-DOR inv ag = 16; DSG3 Ab inh = 81; Wnt bcat act = -6; Keap1-Nrf2 PPI = 2; MOR-DOR ag = -3.2; RTF Ca sens act = -10
# Shown for CCn1c(C)nnc1SCC(=O)Nc1ccc2c(c1)OCCO2 : Cardiac RTF inh = -4; V-ATPase pH = 0; Arrestin-AP2 inh = -3; LANA DNA inh = 2.0; MOR-DOR inv ag = 12; DSG3 Ab inh = ·; Wnt bcat act = 3; Keap1-Nrf2 PPI = -4; MOR-DOR ag = -1.7; RTF Ca sens act = -4

# Additional entries follow:
SMILES	Cardiac RTF inh	V-ATPase pH	Arrestin-AP2 inh	LANA DNA inh	MOR-DOR inv ag	DSG3 Ab inh	Wnt bcat act	Keap1-Nrf2 PPI	MOR-DOR ag	RTF Ca sens act
O=S(=O)(c1ccccc1)N1CN(Cc2ccc(F)cc2)c2nc3ccccc3nc21	0	0	-20	2.3	-4	96	-3	-5	0.8	0
NC(=O)c1ccccc1NC(=O)CSc1nc2c(c(=O)[nH]1)CCCC2	-14	1	-4	1.6	9	104	0	-5	-1.6	-2
COc1cc(/C=N/n2nnnc2N)cc(OC)c1OC	-1	4	-17	-1.1	12	·	2	0	-2.5	-10
COc1ccc(C(=O)Nc2nc3ccccc3s2)cc1	3	3	3	0.6	-8	112	11	-1	1.6	0
Cc1ccc(C)c(NC(=O)CCN2CCN(C)CC2)c1	1	0	8	-0.6	17	110	1	1	-3.4	-3
CCCCn1c2ccc(F)cc2c2nnc(SCCN3CCOCC3)nc21	-3	1	2	-0.5	12	106	1	-7	-2.6	-3
COc1ccc(N2C(=O)C3CCCN3C2c2cccc(F)c2)cc1Cl (stereo not drawn)	-7	3	3	-0.9	7	100	-6	-5	-1.3	2
O=S(=O)(Nc1nc2ccccc2nc1NCC1CCCO1)c1ccccc1 (stereo not drawn)	-3	-1	31	-0.8	18	92	0	2	-3.4	1
N/C(=N\OC(=O)c1cccs1)C1(c2ccc(Cl)cc2Cl)CC1	-6	-1	41	0.9	-13	101	0	-3	2.6	2
Cc1cnccc1CNC(=O)CC1C(=O)NCCN1CC(C)(C)C (stereo not drawn)	-3	-3	-19	3.5	24	105	-1	-3	-4.6	-4
CC1=Nc2ccccc2/C1=C/c1c(N)n2c(S(=O)(=O)CC(C)C)nsc2nc1=O	6	-3	3	21	21	83	-1	?	-4.2	0
Cc1cccc(CN2CCN(C(=S)Nc3ccccc3)CC2)c1	-4	3	3	1.1	12	100	-1	2	-2.1	-4
Nc1nnc(CSCc2ccccc2)s1	-2	-2	0	1.4	7	110	·	-4	-1.6	-6
O=C(NCCCNc1ccc([N+](=O)[O-])cc1)C(F)(F)F	2	-1	1	0.5	10	99	-1	2	-2.0	-7
O=C(NCCN1CCOCC1)c1cc(-c2ccco2)on1	-4	-3	-4	0.8	0	101	·	-3	-0.1	1
CCn1ccnc1CN1CCCC(C(=O)c2ccc3cc(OC)ccc3c2)C1 (stereo not drawn)	1	-3	-15	-1.0	3	124	0	-3	-0.5	1
COc1ccc(NC(=O)CSc2nncn2C)c([N+](=O)[O-])c1	0	4	-4	4.2	7	99	-2	-2	-1.4	0
NC(=O)NC(=O)CSc1nnc(-c2ccc(Cl)cc2)n1CC1CCCO1 (stereo not drawn)	2	2	12	-1.5	17	96	0	-3	-3.4	5
CCN(CC)S(=O)(=O)c1ccc2[nH]c(=O)cc(C(=O)N(C)C3CCS(=O)(=O)C3)c2c1 (stereo not drawn)	-4	5	-11	-2.4	11	95	2	5	-2.9	-3
CC(=O)N1CCN(c2ccc(NC(=O)c3cccc(Cl)c3Cl)cc2)CC1	-2	2	-18	0.8	1	127	-1	3	-0.3	2
CCc1noc(C)c1C(=O)N(Cc1ccccc1)c1c(N)n(CCOC)c(=O)[nH]c1=O	14	-4	28	-0.2	-4	98	-4	-3	0.6	-4
CN(Cc1cccc(F)c1)C(=O)C1CC(=O)N(c2ccc3c(c2)OCCO3)C1 (stereo not drawn)	-9	9	-7	-0.5	-13	·	2	2	3.2	0
Cc1ccc(C(=O)N/C(=C\c2ccc(-c3ccccc3[N+](=O)[O-])o2)C(=O)NCCN(C)C)cc1	-13	-4	18	10	-19	108	0	5	3.6	2
COC(=O)c1[nH]cnc1C(=O)c1ccccc1	-5	8	22	4.6	-6	107	·	-1	1.1	5
CCN(CC)CCCOc1ccc(C)cc1Br	2	2	0	0.6	9	105	·	0	-1.5	0
O=C(CNC(=O)c1ccncc1)Nc1ccc(F)c(F)c1	-6	-5	23	1.3	7	102	2	-3	-1.4	0
COc1cccc(C(=O)N(Cc2nc(-c3ccc(C)cc3)no2)C(C)C)c1	1	-3	3	1.9	3	127	·	3	-0.6	-1
COc1ccc(/C=C2\CCC/C(=C\C=N\N(C)C)C2=O)cc1	-20	-3	-20	0.6	6	94	-2	-6	-1.1	17
